Screening data from PubChem BioAssay.
TRPC4 inh: inhibitors of mouse TRPC4 channel, primary screen, Fluo4 calcium, HEK293 TRPC4beta/mu-opioid cells; AID 2247, 2010; DAMGO-evoked Fluo4 calcium flux; stronger effect = lower value; 300,000 tested, 0.39% active; B-score at 10 µM;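 active means B-score over 3 SD under the library average, no early fluorescence shift, positive overall ratio signal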
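Assay system: TRPC4beta/mu-opioid receptor HEK293 cell line; compound dosing: single concentration per test compound; detection: Fluo4 Ca2+ flux fluorescence; evaluation: per-well B score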
IEC-6 cytotox: cytotoxicity in IEC-6 intestinal epithelial cells, primary screen, cytotoxicity control for KLF5 inhibitor project, cell-based, luminescence | inhibition, % at 5 µM | AID 1825, 2009 | 290,000 tested, 0.78% active | IEC-6 cytotoxicity, luminescence viability; in the data active means inhibition above about 22%;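 further: 0% = plate median of test compound wells and 100% = cytotoxic reference compound wells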
aSyn 5UTR inh: MLPCN primary screen, SNCA 5' untranslated region | inhibition, % (tested at 7.5 µM) | alpha-synuclein 5'UTR reporter, inhibitor activity | 300,000 tested, 0.82% active; in the data active means inhibition above about 60%;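 further: H4 neuroglioblastoma cells stably carrying SNCA 5'UTR luciferase fusion; 0% = DMSO wells and 100% = positive control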
TRPC6 inhibitor: mouse TRPC6 channel inhibitors, primary screen, cell-based, HEK293, membrane potential dye | ACh-evoked depolarization; stronger effect = lower value | Short transient receptor potential channel 6 (Mus musculus), Q61143 | AID 2553, 2010 | B-score at 10 µM | 310,000 tested, 1.1% active;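 active means B-score under library mean minus 3 SD, initial fluorescence not abnormally high, positive integrated signal ratio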;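 further: B-score derived from integrated fluorescence ratio over the kinetic read; more negative B-score means stronger inhibition of depolarization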
TRPC6 act: mouse TRPC6 channel activators, primary screen, cell-based, HEK293, membrane potential dye | Short transient receptor potential channel 6 (Mus musculus), Q61143 | HEK293-TRPC6 membrane potential dye fluorescence; stronger effect = higher value | B-score at 10 µM | 310,000 tested, 0.13% active | AID 2550, 2010;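 active means B-score of the integrated fluorescence ratio above library mean plus 3 SD, and starting fluorescence ratio within library mean plus 5 SD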;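 further: higher score means more depolarization so channel activation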
SKKanGAS inh: S. pyogenes SKKanGAS growth inhibitors in kanamycin, primary screen, streptokinase expression inhibitor project, SKKanGAS strain, BacTiter-Glo luminescence. AID 1662, 2009. 300,000 tested, 1.3% active. inhibition, % at 7.5 µM. 6 h;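 active means mean replicate score, as percent of positive control median, at least 50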;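 further: strain carries kanamycin resistance gene driven by streptokinase promoter and grows in 40 µg/ml kanamycin; loss of luminescence reflects streptokinase promoter inhibition or plain growth inhibition; 0% = median of DMSO wells and 100% = positive control at its reference dose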
TRPC4 act: activators of mouse TRPC4 channel, primary screen, Fluo4 calcium, HEK293 TRPC4beta/mu-opioid cells | Short transient receptor potential channel 4 (Mus musculus), Q9QUQ5 | Fluo4 calcium fluorescence; stronger effect = higher value | B-score at 10 µM | 310,000 tested, 0.49% active;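 active means B-score above 5 SD of library B-scores, and initial fluorescence ratio not above library mean plus 5 SD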;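 further: positive B-score marks a calcium rise read as TRPC4 activation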
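Assay system: HEK293 stable line with TRPC4beta plus mu-opioid receptor; schedule: 45 min room-temperature Fluo4 loading, 110 s read; technique: kinetic Fluo4 calcium fluorescence; evaluation: integrated baseline-normalised fluorescence ratio, converted to per-well B score; controls: buffer (low) and maximal DAMGO (high)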
MrgX1 antag: antagonists of human MrgX1 receptor, primary screen, HEK293 cells, Fluo-4 calcium flux. 310,000 tested, 1.3% active. Mas-related G-protein coupled receptor member X1 (Homo sapiens), Q96LB2. AID 588676, 2011. B-score at 10 µM. BAM8-22 antagonism; stronger effect = lower value;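 active means calcium-response B-score plate-corrected more than 3 library SD below zero, starting fluorescence within 5 deviations, no agonist response on first addition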;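 further: peak minus trough fluorescence over baseline after final BAM8-22 challenge near maximal dose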
Target sequence (Q96LB2 whole entry, looked up): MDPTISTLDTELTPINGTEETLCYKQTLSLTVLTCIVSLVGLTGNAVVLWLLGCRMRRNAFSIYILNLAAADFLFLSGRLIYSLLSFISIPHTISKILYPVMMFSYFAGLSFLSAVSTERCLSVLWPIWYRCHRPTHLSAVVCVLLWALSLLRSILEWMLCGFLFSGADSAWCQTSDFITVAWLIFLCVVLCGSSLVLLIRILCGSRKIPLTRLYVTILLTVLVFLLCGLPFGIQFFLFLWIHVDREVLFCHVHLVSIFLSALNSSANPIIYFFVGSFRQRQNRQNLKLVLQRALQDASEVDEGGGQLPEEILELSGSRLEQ
KLF5 inh: KLF5 expression inhibitors, primary screen, DLD-1 cells, luminescence | DLD-1 KLF5 promoter-luciferase reporter | 290,000 tested, 0.23% active | inhibition, % at 5 µM;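 active means inhibition above a per-plate limit of that plate's mean compound inhibition plus 3 SD, cut at about 60% in these data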;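 further: 0% = DMSO wells and 100% = LY294002 at 200 µM; higher means less KLF5 promoter-driven luciferase light; inactives centre near -14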
HIF act: HIF pathway transcriptional activators, primary screen, cell-based, U2OS HRE-luciferase, luminescence; 300,000 tested, 0.32% active; AID 1910, 2009; activation, % at 7.5 µM (by protocol); U2OS HRE-luciferase reporter; normalized: DMSO 0%, desferrioxamine 100%;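 active means mean activation of at least 10% of the iron chelator positive control signal, with at least half of replicates also reaching 10%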
TRPC4 PAM: positive allosteric modulators of TRPC4, primary screen, cell-based, mouse TRPC4beta, HEK293 mu-opioid, Fluo-4 calcium | Short transient receptor potential channel 4 (Mus musculus), Q9QUQ5 | DAMGO EC20, Fluo-4 Ca2+ flux; stronger effect = higher value | B-score at 10 µM | 310,000 tested, 0.42% active | AID 2227, 2009;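 active means B-score of calcium response area above 5 SD of library B-scores, with initial fluorescence ratio within 5 SD of library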;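 further: B-score of integrated fluorescence ratio over time as area under calcium response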
An asterisk follows results filed as active; i = inactive; . = no result given.

Structure	IEC-6 cytotox	TRPC6 inhibitor	KLF5 inh	MrgX1 antag	SKKanGAS inh	TRPC4 PAM	HIF act	aSyn 5UTR inh	TRPC4 act	TRPC4 inh	TRPC6 act
COC(=O)[C@@H](NC(=O)N1CCN(c2cccc(C(F)(F)F)c2)CC1)C(C)C	9	-6.4*	1	i	-2	i	-0.3	11	i	i	i
O=c1[nH][nH]c(C(F)(F)F)c1C=Nc1ccccc1	4	i	-10	i	2	i	0.9	2	i	i	i
O=[N+]([O-])c1cccc(CSC2=NCCN2S(=O)(=O)c2ccccc2)c1	5	i	-11	i	23	i	-0.1	22	i	i	i
CC(=O)N(C)C1=C(N2CCOCC2)C(=O)c2ccccc2C1=O	-2	i	85*	i	-3	i	-4.0	76*	i	i	i
Cc1nc2c(c(-c3ccccc3)c1C#N)C(=O)c1ccccc1-2	4	i	-23	i	2	i	-0.2	24	i	i	i
O=C1NC2(CCOc3ccccc32)C(=O)N1CC(=O)N(Cc1ccccc1)C1CCS(=O)(=O)C1 (stereo unspecified)	-3	i	-15	i	2	i	-0.5	-4	i	i	i
O=C(c1ccc(Cn2c(=S)[nH]c3cc4c(cc3c2=O)OCO4)cc1)N1CCN(c2ncccn2)CC1	3	i	-2	i	17	i	4.8	19	i	i	i
CN1CCN(/N=C/c2nc(-c3cccc([N+](=O)[O-])c3)n3ccccc23)CC1	5	-5.2*	-20	i	-3	i	0.1	-13	i	i	i
CCC(C)[C@H]1CNCCN1CCc1cccc(F)c1 (stereo partly specified)	.	i	.	i	5	i	1.4	3	i	i	i
COc1ccccc1CNC(=O)c1ccc2ccccc2n1	13	i	-3	i	-2	i	0.3	0	i	i	i
CN(CC(=O)NCc1ccc(Cl)cc1)S(=O)(=O)c1cccc2nsnc12	1	i	-9	i	-6	i	-0.2	7	i	i	i
COc1ccc(C2/C=C\CN(CC(C)C)CC(=O)N2Cc2ccc(F)cc2)cc1 (stereo unspecified)	.	i	.	i	5	i	-0.2	9	i	i	i
NC(=O)[C@@H]1CC2(CC(c3cccc(NC(=O)[C@H]4CCC(=O)N4)c3)=NO2)CN1C(=O)c1ccc(Cl)cc1 (stereo partly specified)	.	i	.	i	2	i	-2.8	10	i	i	i
O=C(Cc1ccccc1)NNS(=O)(=O)c1ccc(F)cc1	0	i	-16	i	3	i	-0.1	-12	i	i	i
O=C(/C=C/c1ccco1)Nc1cccc(NC(=O)/C=C/c2ccco2)n1	5	i	-125	i	8	i	2.6	-193	i	i	i
COc1cccc(C(=O)NCCNC(=O)c2ccc(C)nc2)c1	3	i	-16	i	1	i	-1.0	-23	i	i	i
Fc1ccc(NC(=S)NCc2ccccc2Cl)cc1	-2	i	-24	i	3	i	-0.3	-10	i	i	i
COC(=O)Cc1[nH]n(-c2ccccc2)c(=O)c1C(C)=Nc1ccccc1	-2	i	-26	i	4	i	0.5	-71	i	i	i
CC(O)C1CCC2C3CC[C@H]4CC(O)CCC4(C)C3CC3(OCCO3)C12C (stereo partly specified)	-5	i	-8	i	2	i	-0.4	10	i	i	i
CCOC(=O)N1CCN(C(=O)CCn2c(=S)[nH]c3ccsc3c2=O)CC1	2	i	10	i	4	i	-0.5	-5	i	i	i
Cc1ccc(NC(=O)C2C(=O)N(C)c3ccccc32)cc1 (stereo unspecified)	0	i	-9	i	5	i	0.4	-5	i	i	i
CCOC(=O)c1sc(/N=C/C2=C(O)CC(C)(C)CC2=O)c(C(=O)OCC)c1C	11	i	-52	i	-4	i	1.5	-59	i	i	i
Cc1c(OCC(=O)NCCCN2CCOCC2)ccc2c3c(c(=O)oc12)CCC3	-6	i	-41	i	-11	i	-0.3	7	i	i	i
CC(O)c1nc2ccc(Cc3ccc4nc(C(C)O)[nH]c4c3)cc2[nH]1 (stereo unspecified)	-3	i	-32	i	-1	i	0.5	8	i	i	i
C=CCc1c(C)nc(C)nc1N/N=C/c1ccccc1	0	i	-8	i	-15	i	-0.2	12	i	i	i
O=S(=O)(O)c1nc2ccccc2n1CCOc1ccccc1	2	i	-2	i	4	i	0.0	-7	i	i	i
CC(C)N(C)CCOC(=O)c1ccccc1Cl	12	i	6	i	1	i	0.4	-3	i	i	i
CCOc1ccc(N(CC(=O)NC(C)CC)S(C)(=O)=O)cc1 (stereo unspecified)	0	i	-50	i	-3	i	0.2	-15	i	i	i
CC1(c2ccccc2)CC(C)(C)N(C(N)=O)c2ccccc21 (stereo unspecified)	2	i	-57	i	3	i	-16	12	i	i	i
NC(N)=NC1=NC(=O)/C(=C/c2ccccc2-n2cccn2)S1	1	i	-33	i	-3	i	-0.4	-18	i	i	i
Cc1cc(/C=N\NC(=O)CC(=O)NC2CCCCC2)c(C)n1-c1ccc(Cl)c(Cl)c1	6	i	17	i	12	i	-0.5	45	i	i	i
CCCS(=O)(=O)Nc1ccc(-c2cn3c(n2)SCC3)cc1	1	i	-38	i	-3	i	0.1	-7	i	i	i
CCCCCCN(C(=O)CCCCCN1C(=O)NC(c2ccc(-c3ccccc3)cc2)C(C(=O)OCc2ccccc2)=C1C)C(C)C(=O)NCCCC (stereo unspecified)	-5	i	-7	-4.6*	23	i	-0.5	-20	i	i	i
COC(=O)c1ccccc1NC(=O)Cn1c(=O)n(Cc2ccccc2)c(=O)c2c(C)c(C)sc21	-12	i	-9	i	6	i	0.0	33	i	i	i
COc1cccc(N(C(=O)CNC(=O)c2ccco2)C(C(=O)NC2CCCC2)c2ccco2)c1 (stereo unspecified)	1	i	-33	i	4	i	-19	2	i	i	i
Cc1ccc(C)c(NC(=O)COC(=O)CNC(=O)c2ccccc2Cl)c1	-2	i	-3	i	10	i	-0.5	8	i	i	i
COc1ccc(S(=O)(=O)NCCc2cn3cccc(C)c3n2)cc1OC	4	i	5	i	1	i	-0.7	5	i	i	i
COCCOC(=O)C1=C(N)Oc2c(oc(CO)cc2=O)C1c1c(F)cccc1Cl (stereo unspecified)	2	i	-2	i	-4	i	-0.2	8	i	i	i
CC1(C)CC(=O)C2=C(C1)N1C(=C(C#N)C2c2ccc(Cl)cc2)N=C(N)c2ccccc21 (stereo unspecified)	-7	i	-39	i	24	i	-0.1	-3	i	i	i
CCC(=O)N1CCc2cc(Br)cc(S(=O)(=O)CCC(=O)NCC3CCCO3)c21 (stereo unspecified)	-6	i	-20	i	-1	i	0.0	4	i	i	i

A section taken from the entries so far:
Structure	IEC-6 cytotox	TRPC6 inhibitor	KLF5 inh	MrgX1 antag	SKKanGAS inh	TRPC4 PAM	HIF act	aSyn 5UTR inh	TRPC4 act	TRPC4 inh	TRPC6 act
Cc1ccc(C)c(NC(=O)COC(=O)CNC(=O)c2ccccc2Cl)c1	-2	i	-3	i	10	i	-0.5	8	i	i	i
COc1ccc(S(=O)(=O)NCCc2cn3cccc(C)c3n2)cc1OC	4	i	5	i	1	i	-0.7	5	i	i	i
COCCOC(=O)C1=C(N)Oc2c(oc(CO)cc2=O)C1c1c(F)cccc1Cl (stereo unspecified)	2	i	-2	i	-4	i	-0.2	8	i	i	i
CC1(C)CC(=O)C2=C(C1)N1C(=C(C#N)C2c2ccc(Cl)cc2)N=C(N)c2ccccc21 (stereo unspecified)	-7	i	-39	i	24	i	-0.1	-3	i	i	i
CCC(=O)N1CCc2cc(Br)cc(S(=O)(=O)CCC(=O)NCC3CCCO3)c21 (stereo unspecified)	-6	i	-20	i	-1	i	0.0	4	i	i	i

The list continues:
Structure	IEC-6 cytotox	TRPC6 inhibitor	KLF5 inh	MrgX1 antag	SKKanGAS inh	TRPC4 PAM	HIF act	aSyn 5UTR inh	TRPC4 act	TRPC4 inh	TRPC6 act
O=C(COc1ccccc1)NS(=O)(=O)c1ccc(Cl)cc1	-4	i	-35	i	0	i	-0.6	-16	i	i	i
C=CCn1c(C)cc(C(=O)CN2C(=O)c3ccccc3C2=O)c1C	-2	i	-144	i	-3	i	-0.5	47	i	i	i
CC(Sc1nc2ccccc2c(=O)n1C)C(=O)NC1CCCCC1C (stereo unspecified)	.	i	.	i	15	i	-38	-18	i	i	i
Cc1ccc(N2CCN(C(=O)CCc3nc4ccccc4[nH]3)CC2)c(C)c1	-2	i	-15	i	-12	i	0.2	30	i	i	i
O=C(O)CCCNC(=O)/C(=C\c1ccc(Cl)cc1)NC(=O)c1ccc(Br)cc1	-3	i	-1	i	1	i	0.2	-10	i	i	i
COc1ccc(-c2ncc3ccccn23)cc1OC	1	i	-80	i	-14	i	1.8	-43	i	i	i
COCCNC(=S)N1CCN(Cc2ccc3c(c2)OCO3)CC1	-4	i	-13	i	-6	i	-0.5	8	i	i	i
Cc1noc(C)c1CSCC(=O)Nc1cc(S(=O)(=O)N2CCCCC2)ccc1OC(C)C	.	i	.	i	0	i	-0.1	15	i	i	i
N#CC(c1ccccc1)N(CCCCl)C(=O)c1ccccc1 (stereo unspecified)	3	i	2	i	7	i	-0.2	-5	i	i	i
CC(C)NC(=O)CN(Cc1ccc2c(c1)OCO2)C(=O)CCC(=O)Nc1ccccn1	3	i	-34	i	-1	i	0.0	-3	i	i	i
COC(=O)C(CC(=O)c1ccc(Br)cc1)n1cccn1 (stereo unspecified)	6	i	-10	i	3	i	-1.3	14	i	i	i
Cc1ccc(NC(=O)CSc2nc3[nH]ncc3c(=O)[nH]2)c(C)c1	0	i	-37	i	-4	i	0.1	9	i	i	i
COCCN1Cc2cccc(C(=O)Nc3ccc(S(=O)(=O)N4CCCCCC4)cc3)c2C1=O	-4	i	7	i	-4	i	-0.2	4	i	i	i
Cc1cccc(C(=O)Nc2nnc(COc3ccccc3)s2)c1	2	i	9	i	-8	i	0.1	6	i	i	i
COC(=O)c1ccccc1NC(=O)c1cc[n+](C)cc1	.	-5.8*	.	i	1	i	0.2	1	i	i	i
